HTT cytoprotect – protects HTT-Q103 PC12 cells, measured by ATP; PC12 HTT-Q103 induced, cytoprotection, ATP luminescence, 40 h; Potency, µM (titrated, usually from 56.4 µM), for the others: cytoprotection (ATP increase), hits mostly activators; 0.14% of 230,000 active; AID 1471;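 further: % of control where 0% means no effect; nearly all actives have a fitted effect of over 45% in size; toxic huntingtin expression switched on by the ecdysone agonist tebufenozide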
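Huntington model: PC12 line, ecdysone-inducible HTTQ103 exon1–GFP, tebufenozide 100 nM. Test articles in a dose series. Endpoint luminescence from cellular ATP.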
Tau ThT inhib – blocks human tau fibril formation measured by thioflavin T; P10636; recombinant tau K18 P301L, heparin-induced fibrillization, ThT fluorescence; Potency, µM (doses to about 57.4 µM), inactives show at the top dose activity, negative = inhibition, hits mostly inhibitors; 2.1% of 270,000 active; AID 1460; further: on the % scale 0 is the no-effect control and ±100 the full control effect; nearly all actives have a fitted effect of over 55% in size
Target sequence (P10636 561-689 P618L limits assumed): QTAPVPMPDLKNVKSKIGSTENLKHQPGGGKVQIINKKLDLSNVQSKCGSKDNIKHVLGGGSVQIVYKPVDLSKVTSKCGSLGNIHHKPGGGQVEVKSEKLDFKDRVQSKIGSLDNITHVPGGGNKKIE
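Aggregation was driven by heparin (20 uM final) acting on recombinant tau […] bearing P301L in 100 mM sodium acetate pH 7; fibrils were detected with Thioflavin T.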
GAA inh – alpha-glucosidase (human) inhibition; Potency, µM (doses to about 76.9 µM), for inactives: top-dose activity change, negative = inhibition, most hits filed as inhibitors; 0.005% of 200,000 active; P10253; AID 1466; purified human GAA, 4-MU-alpha-glucoside fluorescence;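 further: plate controls were uninhibited enzyme wells for no effect and no-enzyme background for full effect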
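qHTS format, compound range up to 77 uM. Human lysosomal enzyme at 4 nM, 400 uM 4-MU glucoside substrate, pH 5.0, 20 min room temperature; fluorescence after alkaline stop gives activity normalized to controls.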
aGlu spleen mod – inhibits or activates alpha-glucosidase in human spleen homogenate; P10253; human spleen homogenate, 4-MU-alpha-glucoside fluorescence; Potency, µM (top dose mostly 79.9 µM), for the others: at the top dose activity change, negative = inhibition, hits mostly inhibitors; 0.006% of 240,000 active;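 further: 0% = enzyme with vehicle and -100% = no enzyme basal signal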
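Human spleen homogenate (1 ug) incubated with compounds and 1 mM 4-methylumbelliferyl-alpha-D-glucopyranoside in pH 5.0 citrate/phosphate buffer, 37 C, 40 min. Stopped at pH 10; 4-MU fluorescence (Ex 365/Em 440 nm); AC50 by Hill fit.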
GAA glycogen mod – GAA glycogen-cleavage inhibition or activation | P10253 | recombinant GAA, glycogen substrate, Amplex Red glucose oxidase fluorescence | Potency, µM (series often up to 76.4 µM), without a hit: at the top dose activity change, negative = inhibition, usual class: inhibitors | 0.38% of 300,000 active | AID 2100;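 further: 0% = full enzyme reaction and -100% = no-enzyme basal signal; the screen sought inhibitors and activators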
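Natural-substrate format: glycogen cleavage by 4 nM human enzyme, glucose read by Amplex Red coupling (Ex 573, Em 610 nm). Normalized to enzyme and no-enzyme controls.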
aGal spleen mod – alpha-galactosidase A (human) modulation. P06280. Potency, µM (titrated, usually from 80 µM), for inactives: at the top dose activity change, negative = inhibition, hits mostly inhibitors. human spleen homogenate, 4MU-alpha-Gal fluorescence, 40 min. 0.008% of 240,000 active;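 further: 0% = enzyme with vehicle and -100% = no enzyme basal signal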
Target sequence (P06280 32-429 limits assumed): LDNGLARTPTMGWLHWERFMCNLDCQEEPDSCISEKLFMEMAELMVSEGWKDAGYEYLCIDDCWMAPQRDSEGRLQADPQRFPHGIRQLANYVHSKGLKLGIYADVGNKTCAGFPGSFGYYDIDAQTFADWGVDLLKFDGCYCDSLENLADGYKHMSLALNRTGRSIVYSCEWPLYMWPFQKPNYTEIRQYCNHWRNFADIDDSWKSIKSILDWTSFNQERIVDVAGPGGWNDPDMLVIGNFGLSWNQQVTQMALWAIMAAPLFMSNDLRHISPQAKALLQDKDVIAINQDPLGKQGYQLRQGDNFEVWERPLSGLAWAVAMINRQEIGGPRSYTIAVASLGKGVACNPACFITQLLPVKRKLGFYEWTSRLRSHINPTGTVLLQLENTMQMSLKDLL
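Fluorogenic readout (Ex 365/Em 440 nm) of 4-methylumbelliferone released from 1 mM 4-MU-alpha-galactoside by spleen homogenate, 40 min at 37C, pH 5.0. Data normalized to no-enzyme and enzyme controls; Hill-equation AC50 from compound titrations.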
Tau fluor counter – counter-screen for tau fibril formation inhibitors; AID 1463; tau K18 P301L Alexa594 fluorescence, heparin fibrillization; 0.93% of 280,000 active; Potency, µM (doses to about 57.7 µM), without a hit: top-dose activity change, negative = decrease; further: on the % scale 0 is the no-effect control and ±100 the full control effect; nearly all actives have a fitted effect of over 55% in size
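Human tau K18 P301L (15 uM unlabeled, 0.24 uM Alexa 594-labeled) in 100 mM sodium acetate pH 7 with 20 uM heparin, 6 hr at 37 C. ThT 30 uM added, 1 hr ambient; Alexa 594 FP and total fluorescence read at 555/632 nm.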
Tau FP inhib – blocks human tau fibril formation measured by polarization. Potency, µM (highest dose often 57.7 µM), for the others: top-dose activity, negative = inhibition, most hits filed as inhibitors. K18 P301L tau heparin fibrillization, Alexa594 FP, 6 h. AID 1468. P10636. 0.39% of 280,000 active; further: on the % scale 0 is the no-effect control and ±100 the full control effect; nearly all actives have a fitted effect of over 55% in size
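Compound effects on tau fibrillization are measured by Alexa 594 fluorescence polarization (ex 555, em 632 nm). K18 P301L tau is used at 15 uM with 0.24 uM labeled tracer, and 20 uM heparin induces aggregation over 6 hr at 37 C.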
The depositor's hits bear a star; ? = inconclusive; / = not tested or not shown; & = joins results of further samples; [ ] = another dose, or the depositor's remark. The call rests on the fitted dose curve; in most records, active means well fitted curve in the direction sought with a large enough effect; inconclusive means small, poorly fitted or top-dose-only effect, or another doubt; inactive means no such curve, though single readings can be large; an effect the other way counts as inactive or inconclusive. Potency means the concentration at half of the fitted maximal effect. Not a hit list; overall some 3.3% were active at least once.

SMILES	aGlu spleen mod	aGal spleen mod	Tau fluor counter	GAA inh	GAA glycogen mod	HTT cytoprotect	Tau FP inhib	Tau ThT inhib
COc1cc(S(=O)(=O)N2CCN(C)CC2)c(OC)cc1Br	-5.4%	0.3%	6.5%	-11.3%	-11.4%	-7.1%	3.9%	-2.8%
FC(F)(F)c1cccc(N2CCN(Cc3cccnc3)CC2)c1	-6.6%	1.5%	-8.5%	6.5%	4.9%	14.9%[10 µM]	3.6%	-13.3%
COC(=O)c1nc2cc(C)ccn2c1F	1.7%	4.6%	-0.7%	-4.2%	-5.7%	11.2%[10 µM]	-5.2%	0.2%
CCOC(=O)c1nonc1NC(C)=O	-5.4%	3.5%	5.5%	-6.8%	6.5%	14.8%[10 µM]	9.1%	2.0%
C=COCCNC(=O)C(=O)NC(C)C	3.3%	11.8%	-6.0%	14.3%	1.9%	7.0%	-5.8%	-5.8%
COc1ccccc1O	6.0%&6.5%&-2.4%	8.4%&3.1%&1.9%	/	/	-23.5%[76.3 µM]	-10.8%&-47.1%&-9.8%	/	/
CCOC(=O)N1CCN(C(=O)c2cnc(Nc3ccccc3OC)c3ccccc23)CC1	-7.6%	-2.6%	-8.7%	-3.5%	1.2%	-4.4%	-1.8%	-8.5%
C=CC(=O)NCCCc1cc(C(C)(C)C)c(O)c(C(C)(C)C)c1	-0.2%	2.6%	-11.9%	-13.4%	?	1.2%[1.9 µM]	4.2%	-11.5%
COc1ccc(CC(=O)N2CCc3cc(OC)c(OC)cc3C2COc2ccc3c(C)cc(=O)oc3c2)cc1OC (stereo not drawn)	/	/	-5.7%	/	2.2%[76.3 µM]	/	2.4%	-6.8%
Cc1cc(C)n(C(C[N+](=O)[O-])c2ccc(Cl)cc2)n1 (stereo not drawn)	-5.4%	2.0%	-22.6%	-2.4%	-16.2%	10.0%	-0.7%	?
COc1ccccc1C(=O)O/N=C(\N)c1ccccn1	3.4%	2.3%	-9.7%	/	2.6%	-33.0%[10 µM]	-9.8%	-13.4%
Cc1sc2ncnc(N3CCN(C(=O)c4ccco4)CC3)c2c1C	5.5%	5.3%	4.1%	-0.1%	-10.1%	5.9%[10 µM]	-1.8%	-5.8%
Cc1ccccc1-n1c(C)nnc1SCC(=O)N(C)C1CCS(=O)(=O)C1 (stereo not drawn)	-0.3%	-9.6%	-2.7%	-11.1%	7.5%	-3.0%[10 µM]	-1.0%	-0.3%
O=C(Cn1nnc(-c2ccccc2F)n1)NCc1ccco1	2.6%	2.8%	-8.8%	-7.5%	16.3%	-20.8%	-5.8%	-10.9%
O=C(/C=C/c1ccccc1)Oc1cccc2cccnc12	-2.4%	-6.5%	-19.7%	/	-0.5%	-47.1%[inhibitor][10 µM]	-9.4%	-20.1%
O=C(Nn1cnc2ccccc2c1=O)c1cccc(Cl)c1	/	3.5%	0.1%	-0.1%	-2.2%	-27.7%	5.1%	-2.8%
Cc1noc(C)c1C(=O)Nc1nnc(-c2ccccc2)s1	1.5%	3.7%	-2.9%	-4.5%	5.3%	-28.1%	8.6%	-16.5%
Cc1ccc(CCN2CC(C(=O)NCCCN3CCOCC3)CC2=O)cc1 (stereo not drawn)	-25.4%	-7.5%	4.5%	2.7%	8.2%	-24.5%	4.8%	-3.6%
Cc1ccc(C(=O)Nc2cc3ccccc3oc2=O)cc1	0.9%	4.6%	-1.1%	8.2%	-3.0%	-147.0%[inhibitor]	-11.2%	-12.2%
CC1=C(C(=O)O)N2C(=O)C(NC(=O)c3ccn(C)n3)C2SC1 (stereo not drawn)	-8.1%	0.1%	-1.5%	1.6%	11.2%	-14.1%	-3.0%	-3.6%
CCOC(=O)C(NC(=O)c1ccccc1OCC)(Nc1ncccn1)C(F)(F)F (stereo not drawn)	9.0%	9.0%	-14.4%	?	-11.6%	5.3%	0.3%	-14.6%
O=C(CN1C(=O)c2cccc3cccc1c23)Nc1cccc(F)c1	/	/	-8.2%	/	-2.7%[76.3 µM]	/	?	7.8%
Cc1[nH]c(=O)[nH]c(=O)c1CSCC(=O)OCC(=O)c1ccc(Br)cc1	8.1%	14.0%	-14.0%	0.8%	3.1%	5.2%	-0.6%	-14.9%
CCN(CC)c1ccc(C(=O)NC(=S)Nc2cc(S(=O)(=O)N3CCOCC3)ccc2-n2cncn2)cc1	-7.0%	0.4%	13.3%	7.0%	-0.6%	9.7%[10 µM]	1.2%	12.3%
C(=N\Nc1nc2ccccc2[nH]1)/c1cccs1	7.1%	16.0%	?	-2.6%	?	-93.8%[inhibitor]	17.8µM*	5.01µM*

Entries shown so far with a furan ring, fused or not (2):
SMILES	aGlu spleen mod	aGal spleen mod	Tau fluor counter	GAA inh	GAA glycogen mod	HTT cytoprotect	Tau FP inhib	Tau ThT inhib
Cc1sc2ncnc(N3CCN(C(=O)c4ccco4)CC3)c2c1C	5.5%	5.3%	4.1%	-0.1%	-10.1%	5.9%[10 µM]	-1.8%	-5.8%
O=C(Cn1nnc(-c2ccccc2F)n1)NCc1ccco1	2.6%	2.8%	-8.8%	-7.5%	16.3%	-20.8%	-5.8%	-10.9%

(continued)
SMILES	aGlu spleen mod	aGal spleen mod	Tau fluor counter	GAA inh	GAA glycogen mod	HTT cytoprotect	Tau FP inhib	Tau ThT inhib
CC1(C)CC(=O)c2cc(OCC(=O)N3CCOCC3)ccc2O1	4.7%	?	-6.3%	?	4.2%	25.6%	5.3%	-9.9%
CCOC(=O)c1c(NC(=O)CSc2nnc3c(Cl)cc(Cl)cn23)sc2c1CCC2	0.4%	16.4%	2.7%	-1.0%	-19.2%	1.7%[10 µM]	0.7%	6.2%
COc1cccc(CNCc2ccc(SC)cc2)c1OC	-4.3%	-2.8%	3.4%	-1.3%	8.9%	-8.4%	1.2%	3.5%
Cc1ccc(Cn2nc(C)c(NC(=O)c3nn(C)cc3Cl)c2C)cc1	-9.7%	-3.9%	-4.2%	0.8%	2.9%	-2.3%[10 µM]	-9.0%	-4.1%
CCCCS(=O)(=O)NC1=NCN(CC)CN1	2.7%	-1.0%	-0.8%	1.1%	6.0%	-19.0%	1.3%	-5.1%
CCSc1nnc(NC(=O)NCC(F)(F)F)s1	-8.8%	-5.7%	1.2%	-3.8%	4.4%	7.9%	-2.7%	-2.5%
COc1ccc(C(=O)[C@]2(C)C=C(c3ccc(OC)cc3)[C@H](C)C2)cc1	-3.9%	-0.9%	-12.8%	/	/	35.5µM*	-4.5%	-8.4%
O=S(=O)(c1ccccc1)N1CCN(Cc2ccccc2C(F)(F)F)CC1	-2.1%	1.9%	-10.4%	-6.4%	-9.3%	-1.2%	5.5%	-10.6%
Cc1cc2c(nc1C)CCCCN2C[C@H](C)O/N=C1/[C@H]2O[C@@H]2[C@@H](O)[C@H]2[C@H]1CCn1c(=O)n(-c3ccccc3)c(=O)n12	-4.1%[17.4 µM]	2.8%[17.5 µM]	-10.4%[11.6 µM]	/	/	38.7%[10 µM]	4.4%[11.6 µM]	-15.9%[11.5 µM]
S=C(Nc1ccccc1)Nc1cccc(Br)c1	-6.0%	-0.9%	-16.6%	1.2%	-25.1%	-79.7%[inhibitor]	-2.0%	9.6%
COc1cccc(-c2csc(N3CCN(C(=O)Nc4ccc(Cl)cc4)CC3)n2)c1	-1.1%	3.5%	?	?	-7.4%	-3.4%[10 µM]	-5.7%	?
CN1CCN(S(=O)(=O)c2ccc(C(=O)Nc3ccccc3)cc2)CC1	-14.8%	19.1%	-11.0%	2.2%	13.7%	11.0%	-5.6%	-10.5%
COc1ccc(OCC(=O)Nc2nc(-c3ccc(Br)cc3)ns2)cc1	/	/	-28.2%	/	13.6%[76.3 µM]	/	?	-16.5%
CCn1c(=O)cc(OCC(=O)NCCc2cccc(C)c2)c2ccccc21	2.6%	-2.6%	-13.1%	-1.1%	0.4%	-64.7%[inhibitor]	4.3%	-13.1%
Cc1ccc(NC(=O)Nc2ccc(Cl)cn2)cc1	-4.9%	-10.1%	-5.8%	-4.3%	3.1%	/	-6.8%	10.6%
O=C(c1ccc2c(c1)OCO2)C1CCCN(Cc2cn[nH]c2-c2ccccc2)C1 (stereo not drawn)	-5.5%	-1.0%	-12.5%	-7.4%	-9.9%	-32.7%[inhibitor]	0.1%	-13.0%
Cc1nnc(SCC(=O)Nc2ccc(-c3nc4ccccc4s3)cc2)s1	-4.4%	2.3%	-10.8%	0.4%	3.6%	-51.4%[inhibitor][10 µM]	?	?
COc1ccccc1N=Nc1[nH]c2ccc(C)cc2c1O	-9.4%	-4.0%	?	-2.3%	-5.3%	2.0%[10 µM]	?	?
CCOC(=O)N1CCN(Cc2cc(=O)oc3cc4c(cc23)CCC4)CC1	-2.9%	-2.2%	-2.1%	-1.8%	-1.1%	-10.8%	-3.4%	-12.0%
CCOc1ccc(CSCCNC(=S)Nc2ccccc2)cc1	4.3%	6.7%	?	2.0%	-11.1%	-2.1%[10 µM]	-11.9%	-14.7%
Cn1c(SCC(=O)N/N=C/c2ccc(O)c(O)c2)nc2ccccc21	-7.8%	3.7%	-21.8%	/	8.91µM*	-6.5%[10 µM]	6.4%	/
COC(=O)Nc1ccc(NC(C)=O)cc1	-4.0%	-5.5%	-1.3%	-5.1%	-1.0%	1.3%	0.0%	-8.5%
O=C(CSc1cn(CC(=O)N2CCCC2)c2ccccc12)NCC1CCCO1 (stereo not drawn)	/	-4.8%	1.2%	-12.4%	9.8%	-21.6%	4.5%	-4.5%
CC(C)CNC(=O)c1c(N)n(/N=C/c2cccnc2)c2nc3ccccc3nc12	1.5%	20.0%	-17.4%	3.1%	-0.4%	-7.9%	-4.0%	-12.0%
COc1ccc(Cn2nnc3c(=O)[nH]c(C(=O)NCCc4ccc(F)cc4)nc32)cc1OC	-20.1%	-1.5%	3.9%	5.0%	1.7%	-2.9%	4.0%	-5.5%
Cc1cccc(-n2c(SCN3C(=O)c4ccccc4C3=O)nc3ccccc3c2=O)c1	0.8%	-4.0%	-17.2%	-5.9%	13.4%	0.0%[10 µM]	?	-9.6%
